TDP1 cell CPT: growth inhibition of DT40 Tdp1-/-;hTDP1 cells with camptothecin (screen for TDP1 inhibitors). AID 686979. 12% of 420,000 active. Potency, µM (series often up to 46.2 µM), for the others: top-dose activity change, negative = growth inhibition, actives largely listed as inhibitors. chicken DT40 Tdp1-/-;hTDP1 cells + 20 nM CPT, ATP luminescence, 48 h; further: nearly all actives have a fitted effect of over 55% in size
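Chicken DT40 Tdp1-/- cells stably complemented with human TDP1 were seeded at 400 cells/well in medium containing 20 nM camptothecin, exposed to pin-transferred compounds, and grown at 37 °C for at least 48 hr. Viability was read as ATP luminescence.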
TDP1 cell noCPT: qHTS for Inhibitors of human tyrosyl-DNA phosphodiesterase 1 (TDP1): qHTS in cells in absence of CPT | DT40 Tdp1-/- hTDP1 cells, no CPT, ATP luminescence, 48 h | Potency, µM (titrated, usually from 46.2 µM), inactives show at the highest dose activity change, negative = growth inhibition, actives largely listed as inhibitors | 15% of 420,000 active; further: nearly all actives have a fitted effect of over 55% in size
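Camptothecin absent (DMSO only). Human TDP1-complemented DT40 knockout cells, 400 cells/well, 37 °C for minimum 48 hr; ATP measured via CellTiter-Glo, 30 min dark incubation, luminescence.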
TDP1 inh: inhibitors of human tyrosyl-DNA phosphodiesterase TDP1 | 0.28% of 350,000 active | Q9NUW8 | recombinant TDP1, AlphaScreen DNA substrate cleavage | AID 485290 | Potency, µM (titrated, usually from 130 µM), for inactives: at the top dose activity change, negative = inhibition, hits mostly inhibitors; further: nearly all actives have a fitted effect of over 40% in size
Target sequence (Q9NUW8 whole entry, looked up): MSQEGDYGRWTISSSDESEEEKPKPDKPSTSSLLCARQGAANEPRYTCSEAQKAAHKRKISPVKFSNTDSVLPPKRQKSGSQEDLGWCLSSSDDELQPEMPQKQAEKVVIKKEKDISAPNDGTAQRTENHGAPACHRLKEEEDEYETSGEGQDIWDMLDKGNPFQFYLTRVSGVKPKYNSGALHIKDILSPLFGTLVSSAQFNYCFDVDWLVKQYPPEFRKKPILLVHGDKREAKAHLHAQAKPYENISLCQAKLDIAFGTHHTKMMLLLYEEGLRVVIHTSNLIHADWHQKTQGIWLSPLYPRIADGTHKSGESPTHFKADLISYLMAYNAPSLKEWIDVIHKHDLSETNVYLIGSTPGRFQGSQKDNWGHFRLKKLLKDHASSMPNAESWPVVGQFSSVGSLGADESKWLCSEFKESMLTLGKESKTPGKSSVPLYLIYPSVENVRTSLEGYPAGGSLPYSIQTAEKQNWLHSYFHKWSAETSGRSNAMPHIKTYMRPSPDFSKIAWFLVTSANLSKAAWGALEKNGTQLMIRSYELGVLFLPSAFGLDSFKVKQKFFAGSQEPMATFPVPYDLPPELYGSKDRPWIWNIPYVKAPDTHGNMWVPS
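Signal: AlphaScreen proximity between streptavidin donor and anti-FITC acceptor beads on intact substrate. Reaction: Tdp1 1 nM, substrate 15 nM final, 5 min RT after 15 min compound preincubation.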
Active calls of the source: *; ? = inconclusive; · = not tested or not shown; & = joins results of further samples; [ ] = another dose, or the depositor's remark. The call rests on the fitted dose curve; in most records, active means well fitted curve in the direction sought with a large enough effect; inconclusive means small, poorly fitted or top-dose-only effect, or another doubt; inactive means no such curve, though single readings can be large; an effect the other way counts as inactive or inconclusive. On the % scale 0 is the no-effect control and ±100 the full control effect; potency means the concentration at half of the fitted maximal effect. An unsorted share of the library, and some 18% of all compounds hit somewhere here.

SMILES	TDP1 cell CPT	TDP1 cell noCPT	TDP1 inh
CC(C)(C)N(Cc1ccccc1)C(=O)COC(=O)Cn1[nH]c(=O)c2ccccc2c1=O	-29%	-26%	·
CCN(CC)C(=O)c1ncn2c1C(=O)N(C)CC2	-6%	-4%	·
Cc1nn(C(C)C(=O)NCCc2ccccc2)c(=O)c2cc3occc3n12 (configuration not stated)	1%	3%	0%
O=C(CSc1nc2ccccc2c(=O)n1CC1CCCCC1)N1CCOCC1	?	?	6%
Cc1nn(C)cc1C(C(=O)NC1CCCCC1)N(C(=O)c1cnccn1)c1ccc(Oc2ccccc2)cc1 (configuration not stated)	?	?	0%
COCCCNCCCOc1ccc(Cl)cc1C(C)(C)C	12µM*	18µM*	3%
C=CC(=O)Nc1ccc(N(C)c2ccnc(Nc3ccc(N4CCN(C)CC4)cc3)n2)cc1	?	16µM*	12%
Cc1ccc(NC(=O)COC(=O)c2ccccc2Nc2ccccc2)cc1	5%	-12%	-4%

(next part)
SMILES	TDP1 cell CPT	TDP1 cell noCPT	TDP1 inh
N/C(=N\OC(=O)N1CCOCC1)c1ccc(Br)cc1	21µM*	?	3%
CC1CCC2(CC1)NC(=O)c1ccccc1O2 (configuration not stated)	?	?	1%
CC(=O)c1ccc(N(CC(=O)NCC2CCCO2)C(=O)CCC(=O)Nc2cc(C)on2)cc1 (configuration not stated)	5%	-16%	-1%
Cc1cccc(C)c1NC(=O)C1(NC(=O)C2CCCN2C(=O)OC(C)(C)C)CCCCC1 (configuration not stated)	-14%	-7%	9%
Cc1ccc(-c2nc3ccc(C(=O)O)cc3nc2-c2ccc(C)cc2)cc1	?	?	4%
COc1ccc([N+](=O)[O-])cc1NC(=O)c1ccc(N(Cc2ccccc2Cl)S(C)(=O)=O)cc1	-16%	?	5%
O=C(CCCCCn1c(=O)[nH]c2ccccc2c1=O)NCCc1ccccc1	0.29µM*	0.46µM*	0%
COc1ccc(NC(=S)/N=C(\N)Nc2nc(C)c3ccc(C)cc3n2)cc1	18µM*	?	5%

Full records from above:
N/C(=N\OC(=O)N1CCOCC1)c1ccc(Br)cc1 is entered as TDP1 cell CPT: 21µM*; TDP1 cell noCPT: ?; TDP1 inh: 3%
CC(=O)c1ccc(N(CC(=O)NCC2CCCO2)C(=O)CCC(=O)Nc2cc(C)on2)cc1 (configuration not stated) is entered as TDP1 cell CPT: 5%; TDP1 cell noCPT: -16%; TDP1 inh: -1%
COc1ccc([N+](=O)[O-])cc1NC(=O)c1ccc(N(Cc2ccccc2Cl)S(C)(=O)=O)cc1 is entered as TDP1 cell CPT: -16%; TDP1 cell noCPT: ?; TDP1 inh: 5%

Further structures:
SMILES	TDP1 cell CPT	TDP1 cell noCPT	TDP1 inh
Cc1ccccc1N=Cc1cc2c(cc1O)OC(N)=C(C#N)C2c1ccccc1 (configuration not stated)	?	?	3%
COCOc1ccc(C=O)c(OCOC)c1	?	?	·
C[C@@H]1CN([C@@H](C)CO)S(=O)(=O)c2ccc(Br)cc2O[C@H]1CN(C)Cc1ccncc1	?	?	·
COc1ccc(NC(=O)COC(=O)c2ccc(-n3nc(C)cc3C)cc2)cc1OC	?	?	1%
CCOC(=O)c1nn(-c2ccc(Cl)cc2)c2nnc(Cc3ccc(C)cc3)c(=O)n12	6%	7%	-5%
COc1ccc(C(O)P(=O)(OC(C)C)OC(C)C)c(OC)c1 (configuration not stated)	2%	-17%	0%
COCCCNC(=O)C1CC(=O)N(Cc2ccc(OC)cc2)C1 (configuration not stated)	4%	-9%	-1%
O=C(CSc1nnc(Cc2cc(=O)[nH]c(=O)[nH]2)n1-c1ccc(F)cc1)N1CCCCC1	18%	0%	-2%

New compounds follow
SMILES	TDP1 cell CPT	TDP1 cell noCPT	TDP1 inh
COc1ccccc1OCCNC(=O)c1cccc(S(=O)(=O)N2CCN(Cc3ccccc3)CC2)c1	18µM*	?	3%
COc1ccc2nc(SCC(=O)Nc3cc(C)on3)[nH]c2c1	-4%	-13%	7%
O=C(Cc1ccc([N+](=O)[O-])cc1)Nc1ccc(Br)cn1	27%	-12%	·
O=C(CNS(=O)(=O)c1ccccc1)NCC(=O)OCc1ccc(Br)cc1	21µM*	?	3%
CN(C)c1nc(-c2ccccc2)nnc1C(F)(F)F	4%	9%	1%
Cc1noc(/C=C/N(C)C)c1S(=O)(=O)NC1CCCCC1	?	?	0%
O=C(Oc1ccc(Br)cc1C(=S)N1CCOCC1)c1cccc([N+](=O)[O-])c1	-15%	-20%	·
CCOc1ccc(CN2CCN(CCCc3ccccc3)C(CCO)C2)cc1 (configuration not stated)	?	21µM*	·

(cont.)
SMILES	TDP1 cell CPT	TDP1 cell noCPT	TDP1 inh
CCCCNC(=O)CCSc1ccc(C)cc1	-4%	-14%	1%
Cc1ccc(CN2CCCn3nc(C(=O)NCc4ccc(N(C)C)cc4)cc3C2=O)cc1	?	13µM*	6%
CCOC(=O)c1csc(NC(=O)c2cccs2)n1	3%	-19%	?
O=C(COC(=O)/C=C/c1ccc(Br)o1)NCCCN1CCCC1=O	4%	-3%	-7%
Cc1c(C(=O)N2CCCCC2)c(S(=O)(=O)NCc2ccc(Cl)cc2)c(C)n1C	?	-12%	5%
OC(CN=c1sc2ccccc2n1CC(O)COc1ccccc1)COc1ccccc1 (configuration not stated)	26µM*	?	-2%
NC(=O)C1CCN(C2CC(=O)NC2=O)CC1 (configuration not stated)	-15%	-10%	·
CNS(=O)(=O)c1cccc(C(=O)OCC(=O)NC2CCCC2)c1	8%	20%	·

Further compounds:
SMILES	TDP1 cell CPT	TDP1 cell noCPT	TDP1 inh
Cc1nnc(N2CCCC(C(=O)Nc3ccccc3C(F)(F)F)C2)c2nn(-c3ccccc3)c(C)c12 (configuration not stated)	18µM*	18µM*	3%
CN(CC(=O)Nc1ccccc1C(F)(F)F)C(=O)c1cc(Cl)nc2ccccc12	10%	11%	-3%
O=C(c1ccc(N2CCCC2=O)cc1)N1CCN(c2ccccc2Cl)CC1	-13%	?	-1%[56.1 µM]
CC(=O)c1c(C)[nH]c(C(=O)OCC(=O)N2CC(C)OC(C)C2)c1C (configuration not stated)	-5%	-14%	·
COC(=O)CNC(=O)c1ccc(C)s1	-12%	-11%	6%
CN(C)c1cc(-c2ccc([N+](=O)[O-])cc2)oc(=O)c1Cl	3%	-4%	-4%
O=C(c1cccc(N2CCCC2=O)c1)N1CCOCC1	5%	0%	2%
Cc1cc(NC(=O)CN2CCN(c3cccc(Cl)c3)CC2)no1	-6%	-18%	4%

More results
SMILES	TDP1 cell CPT	TDP1 cell noCPT	TDP1 inh
CCCCc1nnc(SCC(=O)NC2CCCCC2)n1C	-2%	4%	3%
COc1ccc(CCNC(=O)CCN2C(=O)COc3ccccc32)cc1OC	7%	-9%	6%
O=[N+]([O-])c1ccc(N2CCN(c3ccccc3)CC2)cc1	-19%	-17%	2%
O=C(NCc1ccco1)c1ccc(Cn2c(SCc3ccccc3F)nc3cccnc32)cc1	?	23µM*	6%
O=C(c1ccc(N2CCOCC2)c([N+](=O)[O-])c1)N1CCCC(C(F)(F)F)C1 (configuration not stated)	-20%	-25%	·
Cc1cccc(C)c1NC(=O)C(Cl)=C(Cl)Cl	-19%	-14%	3%
O=C(NCc1ccccc1)c1ccc(Br)cc1Br	8%	3%	5%
COc1ccc2[nH]c3nc(SCC(=O)NC4CC4)nnc3c2c1	-1%	?	12%

The listing continues:
The line under a structure holds: TDP1 cell CPT, TDP1 cell noCPT, TDP1 inh
- COc1ccc(C(=O)OCc2cc(=O)n3ccsc3n2)cc1F
  11%, -17%, -9%
- CCOC(CNC(=O)c1ccc2c(c1)ncn2-c1ccccc1OC)OCC
  4%, -5%, ·
- CC(=O)N1CCN(S(=O)(=O)c2c(F)cc(F)c(Cl)c2F)CC1
  2%, -24%, -2%
- Cc1cccc(NS(=O)(=O)c2cc(C(=O)N3CCCCCC3)ccc2C)c1
  -27%, ?, 5%
- Cc1ccc(C)c(OCC(=O)Nc2cc(NC(=O)COc3cc(C)ccc3C)cc(C(=O)O)c2)c1
  1%, ?, 50µM*
- NC(=O)CCS(=O)(=O)c1ccccc1
  5%, 0%, 0%
- Oc1c(C(c2cccc(F)c2)N2CCN(Cc3ccccc3)CC2)sc2ncnn12 (configuration not stated)
  -22%, -9%, 3%
- C[C@]12CCC(=O)CC1CCC1C2CC[C@@]2(C)C1CC[C@@]21CCO1 (some centres not stated)
  ?, 21µM*, ·
- Cc1ccc(NC(=S)C2=C(O)c3sccc3N(C)S2(=O)=O)cc1
  ?, ?, -1%
- C[C@H]1CC[C@@]2(O[C@@H](CCO)C[C@H](O)[C@H]2O)O1
  2%, -9%, ·
- NC(=O)N/N=C/c1cc(F)cc(F)c1
  10%, 4%, 1%
- O=C(CSc1ccc(/C=N/NC(=O)c2cccc(F)c2)o1)Nc1ccccc1
  -10%, -7%, -1%
- COc1ccc(N2CCCn3c2nc2c3c(=O)n(CCN3CCOCC3)c(=O)n2C)cc1
  -2%, -14%, -1%
- COc1ccc(Cl)cc1C(Nc1cccnc1)c1ccc2cccnc2c1O (configuration not stated)
  ?, ?, ·
- CC(C)N1CCSC1=S
  8%, 6%, ·

Continuation:
The line under a structure holds: TDP1 cell CPT, TDP1 cell noCPT, TDP1 inh
- Cc1cc(C)c(NC(=O)CCCCCNC2CCCCC2)c(C)c1
  ?, ?, ·
- COc1ccc2cc(C(=O)N3CCC(Cc4ccccc4)CC3)[nH]c2c1
  ?, ?, ·
- CC(=O)C1CCC2C3CC=C4N(C)C(=O)CCC4(C)C3CCC12C (configuration not stated)
  -16%, -22%, ·
- CC1CCN(C(=O)CSc2nncn2C)CC1
  2%, 9%, 2%
- C=CCOc1c(CNc2cccc(C(=O)O)c2)cccc1OCC
  4%, 4%, 5%
- CCC(C)(C)n1nnnc1C(c1ccc(F)cc1)N1CCN(C(=O)c2ccco2)CC1 (configuration not stated)
  0%, -15%, 5%
- Cc1ccc(C(=O)Oc2ccc(C(=O)COC(=O)c3cnccn3)cc2)cc1
  5%, 3%, 1%
- COC(C)(C)CCCC(C)C/C=C/C(C)=C/C(=O)O (configuration not stated)
  -6%, -23%, 1%&5%&2%
- Cc1sc2ncnc(N3CCC(C(=O)Nc4nc5ccc(Cl)cc5s4)CC3)c2c1C
  8.2µM*, 7.3µM*, ·
- COc1ccc(S(=O)(=O)N(CC(=O)Nc2ccc(OC)cc2OC)c2ccc(Cl)cc2)cc1
  23µM*, 26µM*, ·
- CCCC(C(=O)Nc1cc(C)c(Cl)cc1OC)N1Cc2ccccc2C1=O (configuration not stated)
  ?, ?, 1%
- O=C(O)CC1(CC(=O)NCc2cc(F)cc3c2OCOC3)CCCCC1
  18%, 14%, ·
- COC(=O)c1ccccc1NC(=O)CSc1[nH]c(=O)cc(C)c1C#N
  11%, -26%, 5%
- O=C(Nc1ccccc1SCC1CSc2nc3ccccc3c(=O)n21)c1ccccc1 (configuration not stated)
  -7%, -11%, 0%
- Cc1noc(C)c1CSCC(=O)N1CCN(c2ccc(F)cc2)CC1
  ?, 18µM*, 1%

(more compounds)
The line under a structure holds: TDP1 cell CPT, TDP1 cell noCPT, TDP1 inh
- O=C(c1cccc(F)c1)N1CCN(c2ccc([N+](=O)[O-])c(N3CCOCC3)c2)CC1
  -10%, ?, 0%
- O=C(O)CCN1C(=O)c2ccc(NC(=O)CSc3ccc(Cl)cc3)cc2C1=O
  -10%, 2%, 3%
- COc1ccc(CCNC(=O)CSc2ccc(-c3ccco3)nn2)cc1OC
  4%, 1%, -5%
- COc1ccc(-c2nc3ccccc3o2)cc1NC(=O)Cc1ccc(Cl)cc1
  -25%, -14%, ·
- C=CCN1C(=O)c2ccc(C(=O)N(C)CC(=O)Nc3ccccc3Br)cc2C1=O
  1%, -2%, 3%
- COc1cc(C2C(C#N)=C(N)Oc3cc(C)oc(=O)c32)ccc1OC(=O)N1CCOCC1 (configuration not stated)
  -9%, 8%, 1%
- Cc1nc(N)[nH]c(=O)c1CC(=O)OCCCl
  5%, 3%, 8%
- CCOCCCNC(=O)CS(=O)(=O)Cc1nc(-c2cccc(OC)c2)oc1C
  7%, -6%, 8%
- CCCCOC(=O)/C=C\C(=O)NC(N)=O
  ?, ?, 3%
- S=C(NNc1ccnc2cc(Cl)ccc12)Nc1ccc(Cl)cc1Cl
  4.6µM*, 3.7µM*, ·
- O=c1c2cc(Cl)ccc2[nH]c(=S)n1Cc1ccccn1
  18µM*, ?, -3%
- CCOc1ccc(N(CC(=O)Nc2ccc(C)c(C)c2)S(=O)(=O)c2c(C)[nH]c(=O)[nH]c2=O)cc1
  18%, 6%, ·
- Cc1nc2ccc(Oc3ccccc3)cc2s1
  ?, -20%, ?
- Cc1cccc(NC(=O)c2cc3ccccc3o2)c1
  -14%, ?, -6%
- Cc1ccc(CN(C(=O)c2ccco2)C2CCS(=O)(=O)C2)cc1 (configuration not stated)
  11%, 22%, 1%

Bioassay records: PubChem, National Center for Advancing Translational Sciences (NCATS)
